Bioassay records from PubChem BioAssay.
VHR inh color: VHR1 phosphatase inhibitors, primary screen, biochemical, colorimetric, HTS | AID 1992, 2009 | recombinant VHR phosphatase, colorimetric substrate read-out | Dual specificity protein phosphatase 3 (Homo sapiens), P51452 | inhibition, % at 20 µM | 0.7% of 50,000 active; in the data active = inhibition above about 60%; also: some results filed as inactive read as strong as hits
Target sequence (P51452 whole entry, looked up): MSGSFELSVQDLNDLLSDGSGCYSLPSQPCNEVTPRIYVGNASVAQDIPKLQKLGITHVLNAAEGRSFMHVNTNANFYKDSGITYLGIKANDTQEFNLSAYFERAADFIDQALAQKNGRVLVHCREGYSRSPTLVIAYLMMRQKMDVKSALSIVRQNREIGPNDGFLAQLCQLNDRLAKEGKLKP
* = called active by the depositor. Not all compounds are listed; count on the stated rates, not on these rows.

molecule,VHR inh color
COn1c(=O)c(=O)n(OCc2ccccc2)c2ccccc21,2.6
O=Cc1cn(Cc2c(Cl)cccc2Cl)c2ccccc12,0.6
N#CCOc1ccccc1/C=C1/Sc2ccccc2C1=O,-11.1
Cc1cc(C)n(-c2cc(-c3ccccc3)nc(-c3ccc(Br)cc3)n2)n1,-47.3
Cc1cccc(C(=O)NC(Oc2ccccc2[N+](=O)[O-])C(Cl)(Cl)Cl)c1 (centres undefined),-4.3
COc1cccc(C(=O)N2CCN(Cc3cccc(Cl)c3)CC2)c1,-8.7
N/C(=N\OC(=O)c1ccc([N+](=O)[O-])cc1)c1ccccc1Cl,-3.6
COc1ccc(Cl)cc1C(=O)N(C)c1ccccc1,1.5
CC(C)c1ccc(NC(=O)C(=O)NCc2ccco2)cc1,-29.5
COc1ccc(C)cc1NC(=O)c1cccc([N+](=O)[O-])c1C,-5.8
CN(C)c1ccc(/C=C/c2[nH]c(=O)[nH]c(=O)c2[N+](=O)[O-])cc1,-13.5
COc1ccc(N2C(=O)NC(=O)/C(=C/c3cc(Cl)cc(OC)c3O)C2=O)cc1,33.5
CN1CCN(S(=O)(=O)c2ccc(Oc3ccc([N+](=O)[O-])cc3)cc2)CC1,-4.0
COc1ccc(NC(=O)C2(c3ccccc3)CC2(Cl)Cl)cc1 (centres undefined),-8.5
COC(=O)C1=NN(C(=O)c2ccccc2)C(O)(C(C)(C)C)C1 (centres undefined),4.7
CCc1ccc2oc(-c3ccc(C)c(N)c3)nc2c1,-11.5
CC(C)c1ccc(-c2nnc(N)s2)cc1,26.5
CCc1ccc(NC(=O)CSc2nc3ccc(N)cc3s2)cc1,-21.9
CC(=O)Nc1ccc(NC(=O)CN2CCCCC2)cc1,21.1
CCOc1cc(/C=C2\SC(=S)N(/N=C/c3ccc(O)c(OCC)c3)C2=O)ccc1O,19.9
CC(=O)Nc1ccc(C(=O)Nc2ccc(Cl)cn2)cc1,13.3
N#C/C(=C\c1cc(I)cc(I)c1O)c1ccc([N+](=O)[O-])cc1,9.8
O=C(COc1ccc(Br)cc1)Nc1ccc(F)c([N+](=O)[O-])c1,0.6
COc1cc([N+](=O)[O-])ccc1N=S(C)C,-8.9
CCOC(=O)C1=C(O)/C(=C/N(C)C)SC1=Nc1cccc2ccccc12,19.6
O=C(NC1C2CC3CC(C2)CC1C3)c1ccccc1F (centres undefined),-13.9
CCOC(=O)c1c(NC(=O)c2cccc(Cl)c2)sc(C(=O)Nc2ccccc2OCC)c1C,17.1
O=C(Nc1ccccc1)c1c(F)c(F)c(F)c(F)c1F,-3.9
CCSC1=C(C#N)C(c2cccs2)C(C(=O)Nc2ccccc2OC)=C(C)N1 (centres undefined),-7.1
CCOc1ccc(/C=c2\sc3nc4ccccc4n3c2=O)cc1Cl,1.1
CCOC(=O)c1c(NC(=O)c2ccc(OC)c(OC)c2)sc2c1CCC(CC)C2 (centres undefined),1.7
CC1=C(C(=O)Nc2ccc(C)cc2)C(c2ccc([N+](=O)[O-])cc2)NC(=O)N1 (centres undefined),-6.8
O=C(Nc1ncc(Cc2cccc3ccccc23)s1)c1ccc(Cl)cc1,6.7
COc1ccc(CCN/C(C)=C/c2oc3ccc(O)cc3c2[N+](=O)[O-])cc1OC,-9.5
COc1cc2ccccc2cc1C(=O)Nc1sc2c(c1C(N)=O)CCCC2,33.1
CN1CCN(C(=O)c2cc(-c3ccc(Cl)c(Cl)c3)nc3ccccc23)CC1,-49.2
Cc1c(C(=O)Nc2ccc(N3CCOCC3)cc2)cccc1[N+](=O)[O-],-1.5
CCOC(=O)c1c(NC(=O)Cc2ccc(OC)cc2)sc(C(=O)Nc2ccccc2)c1C,0.1
COc1ccc(N2C(=O)NC(=O)/C(=C/c3ccc(OCc4ccccc4F)cc3)C2=O)cc1,-4.9
CC(=O)c1ccc(NC(=O)c2ccc(Cc3ccc(C)cc3)o2)cc1,5.8
COc1ccc(S(=O)(=O)NNC(=O)c2ccc(OC)c(OC)c2)cc1,-7.8
COc1ccc(O)c(CN2CCN(Cc3ccc([N+](=O)[O-])cc3)CC2)c1,-6.0
O=C(/C=C\c1ccccc1)Nc1ccc(Cl)c(-c2nc3ccccc3o2)c1,-20.1
CC1CCC(N2CCN(C(=O)c3ccco3)CC2)CC1 (centres undefined),-1.7
COc1ccc(CC(=O)NNC(=O)COc2ccc(Cl)cc2)cc1OC,-20.4
Cc1ccc2cc(C)c(NCc3ccccn3)nc2c1,-18.9
O=C(Nc1cccc(-c2nc3ccccc3[nH]2)c1)c1ccncc1,-3.6
O=C(N/N=C/c1cc(I)cc(I)c1O)C(O)c1ccccc1 (centres undefined),-7.8
N#Cc1ccccc1NC(=O)c1ccc(-c2ccccc2)cc1,-2.6
O=C(CSc1nnc(-c2cccnc2)o1)c1ccc(Br)cc1,-7.1
Oc1ccccc1N=Cc1ccc(Br)cc1,1.5
CN(C)c1ccc(C=C2C(=O)NC(=O)NC2=O)cc1[N+](=O)[O-],-6.0
COc1ccc2oc(=O)c(C(=O)Nc3cccc([N+](=O)[O-])c3)cc2c1,5.1
COc1ccc(OCC(=O)NCCOc2ccccc2)cc1,3.4
Oc1ccc(Br)cc1/C=N/Nc1ccccn1,-11.0
COc1ccc(CNC23CC4CC(CC(C4)C2)C3)cc1Br,-26.5
O=C(Nc1cccnc1)c1cc2ccccc2o1,-21.2
CCN(CC)c1nc(-c2ccccc2O)nc2ccccc12,4.4
COc1cc(C=Nc2cccc(Br)c2)ccc1O,-13.4
COc1ccc(NC(=O)c2cccc(Cl)c2Cl)cc1OC,1.3

Structural class: the entries above with an NH in an aromatic ring
molecule,VHR inh color
CN(C)c1ccc(/C=C/c2[nH]c(=O)[nH]c(=O)c2[N+](=O)[O-])cc1,-13.5
O=C(Nc1cccc(-c2nc3ccccc3[nH]2)c1)c1ccncc1,-3.6

Next records
molecule,VHR inh color
CCOc1cc(C2Nc3ccccc3C(=O)N2c2ccc(Cl)cc2)ccc1O (centres undefined),3.1
COc1ccc(OCC(=O)N/N=C/c2ccc(C)cc2)cc1,-3.9
Cc1ccc(S(=O)(=O)N(CC(=O)NC(C)c2ccccc2)Cc2ccccc2)cc1 (centres undefined),-21.0
COc1cc(/C=N/Nc2nn[nH]n2)ccc1O,-4.0
Cc1ccc(-c2nc(N/N=C/c3ccc(N(C)C)cc3)c3ccccc3n2)cc1,-3.5
CN(C)/C=C/C=C1\CC(=O)N(c2ccccc2)C1=O,-1.0
CC(=O)NC1=NC(=O)/C(=C\c2sccc2C)S1,-9.1
O=[N+]([O-])c1c(Nc2ccccc2O)ncnc1Nc1ccccc1O,24.4
O=C(O)c1ccc(C(=O)NCc2ccccc2)c(C(=O)O)c1,-0.6
O=S(=O)(NCc1ccccc1)c1cccc2cccnc12,-1.5
Cc1ccccc1-n1c(/C=C/c2ccccc2O)nc2ccccc2c1=O,-3.4
Cc1ccc2c(Cl)c(C(=O)N3CCN(c4ccc(F)cc4)CC3)sc2c1,-7.0
COc1ccc(C)cc1NC(=O)C1CC1c1ccccc1 (centres undefined),-12.8
Cc1nc(-c2ccccc2)nc2[nH]ccc(=O)c12,-9.9
CCOc1ccc2nc(SCC(=O)c3cccc([N+](=O)[O-])c3)sc2c1,-37.1
O=C(c1cccs1)C1CN2CCC1CC2 (centres undefined),15.5
CCOc1ccc(N(CC(=O)Nc2c(C)cccc2C)S(=O)(=O)c2ccccc2)cc1,-13.2
O=C1N/C(=N\N=C\c2ccc(O)cc2)SC1Cc1ccc(Br)cc1 (centres undefined),5.9
OCc1ccc(-c2ccc(Cl)cc2Cl)o1,-2.1
CC(=O)Oc1ccc2ccccc2c1C(NC(=O)Cc1ccccc1)c1ccccc1Cl (centres undefined),-11.8
Cc1cccc(CN2CCN(C3CCCC3)CC2)c1,15.2
COC(=O)c1ccc(CN(c2cccc3cccnc23)S(=O)(=O)c2ccc(C)cc2)cc1,-23.4
CCN(CC)C(=O)CN(c1ccc(Cl)cc1)S(C)(=O)=O,-10.3
CCN(CC)C(=O)C1CC(=O)OC12CCCCC2 (centres undefined),-14.7
O=C(NCC1CCCO1)c1cc2n(n1)C(C(F)(F)F)CC(c1cccs1)N2 (centres undefined),-11.2
NS(=O)(=O)c1ccc(NC(=O)/C(=C\c2ccc([N+](=O)[O-])cc2)NC(=O)c2ccccc2)cc1,-16.0
O=C(/C=C/c1ccco1)Nc1ccc(O)c(-c2nc3ccccc3o2)c1,17.5
COC(=O)c1ccc(/C=N/Nc2nc(-c3ccc(C)cc3)cs2)cc1,-5.5
Cc1cc(Nc2ccc(Cl)cc2)nc(-n2nc(C)cc2C)n1,-25.2
Cc1c([N+](=O)[O-])c2ccc(O)cc2n1-c1ccc(Cl)cc1,-27.6
CCc1cccc(CC)c1NC(=O)c1ccccc1OC,2.4
c1ccc(CSc2ncnc3nc[nH]c23)cc1,10.5
Cc1cccc(N2C(=O)/C(=C/c3cccc(F)c3)SC2=S)c1C,-5.1
O=C(COc1ccccc1[N+](=O)[O-])Nc1cc(-c2nc3ccccc3s2)ccc1Cl,-0.6
COc1cc(OC)c(OC)cc1/C=N/NC(=O)CCc1c(C)n[nH]c1C,-14.5
O=C1C2C3C=CC(C3)C2C(=O)N1/N=C/c1ccccc1I (centres undefined),-27.4
COc1ccc(-n2c(O)c(C=Nc3cc(OC)c(OC)c(OC)c3)c(=O)[nH]c2=O)cc1,-5.6
O=C(/C=C/c1ccc([N+](=O)[O-])cc1)Nc1ccc(Cl)c(Cl)c1,0.4
O=C(NNc1ccccc1)c1ccccc1Cl,-4.4
COc1ccc(C(C)NC(=O)Cc2cccc3ccccc23)cc1 (centres undefined),4.1
O=C(c1cnn2c1NC(c1ccc(Br)cc1)CC2C(F)(F)F)N1CCOCC1 (centres undefined),8.7
Cc1cc(OCC(=O)N2CCN(c3ccc([N+](=O)[O-])cc3)CC2)ccc1Br,-11.4
CCOc1cc(/C=C2/SC(=S)NC2=O)ccc1OC,-7.8
O=C(O)COc1ccccc1/C=N/NC(=O)Cc1ccc(Br)c2ccccc12,20.9
COC(=O)C(=O)N1CC2(C)CNCC(C)(C1)C2=O,-13.0
N#C/C(=C/c1ccc([N+](=O)[O-])o1)C(=O)Nc1cccc(Br)c1,29.0
O=C(/C=C/c1ccccc1)c1ccc([N+](=O)[O-])cc1,-6.6
COc1nc(N/N=C/c2ccccc2F)nc(N2CCCCC2)n1,10.9
CN(c1ccc(C(=O)Nc2ccccc2Br)cc1)S(=O)(=O)c1ccccc1,-4.9
CC(=O)Nc1cc(Oc2cccc(C)c2)cc([N+](=O)[O-])c1,-24.3
O=C1CC(c2ccccc2Br)c2c(ccc3ccccc23)N1 (centres undefined),-10.2
N#Cc1c(N)nc2c(c1-c1cccc(O)c1)CCCCC2,3.3
CCOC(=O)c1nc2nc(-c3cccs3)cc(C(F)(F)F)n2n1,3.1
C=CCNC(=O)CN(c1ccc(OC)c(Cl)c1)S(=O)(=O)c1ccccc1,-2.3
O=C1NC(=S)N(c2ccc(F)cc2)C(=O)/C1=C/c1cc(Cl)c(O)c(Cl)c1,78.5*
COC(=O)c1ccc(OCC(O)CN(C)C)cc1 (centres undefined),-19.2
Cc1ccc(NC(=O)c2cc(C(=O)Nc3ccc(C)c(C)c3)n(C)n2)cc1C,-22.9
COc1cccc(/C=C2\CC/C(=C\c3cccc(OC)c3OC)C2=O)c1OC,1.6
Cc1ccc(N2C(=O)/C(=C/c3cccc4ccccc34)SC2=S)cc1,8.1
O=C1CC(Nc2ccc(N3CCOCC3)cc2)C(=O)N1c1ccccc1F (centres undefined),23.0

The list goes on, starting with the last two of the part before.
molecule,VHR inh color
Cc1ccc(N2C(=O)/C(=C/c3cccc4ccccc34)SC2=S)cc1,8.1
O=C1CC(Nc2ccc(N3CCOCC3)cc2)C(=O)N1c1ccccc1F (centres undefined),23.0
CC(=O)/C(C)=C(\NC(=O)c1ccccc1)c1ccccc1,-6.9
C#CCSc1nc2ccc([N+](=O)[O-])cc2s1,-28.9
O=[N+]([O-])c1ccc(C(=S)N2CCCCC2)cc1,-16.1
COc1ccccc1C1C(C#N)=C(N)Oc2c1sc1ccccc21 (centres undefined),36.9
CCOC(=O)c1c(NC(=O)CC2Nc3cc(C)c(C)cc3NC2=O)sc2c1CCCC2 (centres undefined),13.8
O=C(COc1ccc([N+](=O)[O-])cc1)Nc1cccc2ccccc12,-2.4
Cc1cc(C)c2oc(-c3ccc(C)c(NC(=O)c4cccc(Cl)c4Cl)c3)nc2c1,4.3
CCOC(=O)c1cc(-c2ccc(O)cc2)nc2ccccc12,-5.0
CC1CCC(N2CCN(C3CCN(Cc4ccccc4)CC3)CC2)CC1 (centres undefined),-6.9
COCCNC(=O)COc1ccc(Cl)cc1C,-13.0
CC(=O)c1c(N2CCOCC2)nc(=S)n(-c2ccc([N+](=O)[O-])cc2)c1C,4.4
CCCCCn1c(=O)c(C(=O)Nc2ccccc2F)c(O)c2ccccc21,-6.5
CC(=O)NS(=O)(=O)c1ccc(NC(=O)c2ccc([N+](=O)[O-])cc2[N+](=O)[O-])cc1,56.4
O=C(Cc1ccccc1)Nc1ccc2oc(-c3cccc(Br)c3)nc2c1,-9.2
CCOc1ccc(C(=O)N2CCc3ccccc3C2)cc1OCC,-11.8
CCOC(=O)c1ccc2[nH]cc(C(=O)OCC)c(=O)c2c1,7.5
CCOc1cc(/C=N/N2CCN(Cc3ccc(Cl)cc3)CC2)ccc1O,-1.5
Cc1cccc(CC2S/C(=N/N=C/c3ccco3)N(c3ccccc3)C2=O)c1 (centres undefined),-46.4
CCc1cc2c(=O)c(-c3nc4ccccc4[nH]3)coc2c(CN2CCOCC2)c1O,-19.3
